MLL CXXC-DNA inh – blocks binding of human MLL CXXC domain to DNA; AID 2662; 290,000 compounds, 0.037% hits; MLL-CXXC / FITC-HOXA9 DNA fluorescence polarization; Potency, µM (series often up to 115 µM), for inactives: at the highest dose activity change, negative = inhibition, hits mostly inhibitors; Q03164; active means well fitted inhibition curve with a large enough effect in the polarisation, with a control signal flat, not every such curve was filed as active; inconclusive means small, poorly fitted or top-dose-only effect, or effect the other way, or a change in a side signal; inactive means no such curve, though single readings can be large or run the other way; the % refers to the polarisation
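Purified MLL-CXXC (added from a 7 uM solution) was preincubated 5 min at ambient with pinned compounds in 50 mM Tris-HCl pH 7.5, 50 mM NaCl, 1 mM DTT, 0.05% BSA. Fluorescein-labeled HOX-A9 DNA (50 nM solution) followed, 30 min, then polarization read.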
uPA surface inh – blocks generation of uPA at the cell surface; cell surface uPA generation assay, qHTS; Potency, µM (series often up to 38.3 µM), without a hit: at the highest dose activity change, negative = inhibition, most hits filed as inhibitors; 330,000 compounds, 0.31% hits; AID 540303; active means well fitted inhibition curve with a large enough effect; inconclusive means small, poorly fitted or top-dose-only effect; inactive means no such curve, though single readings can be large or run the other way; tested in mouse RAW 264.7 cells; further: on the % scale 0 is the no-effect control and ±100 the full control effect; nearly all actives have a fitted effect of over 55% in size
NPC1 promoter act – NPC1 promoter activation | Huh7 NPC1 promoter luciferase reporter, 24 h | Potency, µM (series often up to 9.22 µM), for inactives: at the highest dose activation, actives largely listed as activators | 320,000 compounds, 2.4% hits | AID 485313;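 further: % of control where 0% means no effect; nearly all actives have a fitted effect of over 60% in size; reporter is driven by a mutant NPC1 promoter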
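In 1536-well qHTS, Huh7 cells harboring an NPC1 promoter–luciferase construct received compound for 24 h; activation was quantified by luminescence following luciferase reagent addition.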
FLuc counter – firefly luciferase modulation, counter-screen for miR-21 project. 360,000 compounds, 6.9% hits. AID 588342. Potency, µM (titrated, usually from 57.5 µM), without a hit: top-dose activity change, negative = inhibition, hits mostly inhibitors. purified FLuc, Km substrates, luminescence inhibition. P08659;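 further: plate controls were vehicle for no effect and reference inhibitor for full effect; nearly all actives have a fitted effect of over 55% in size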
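Purified P. pyralis luciferase (10nM final) with 10uM D-luciferin and 10uM ATP (Km levels) in 50mM Tris acetate pH 7.5, 10mM Mg acetate, 0.01% Tween-20, 0.05% BSA; qHTS 6-point titration, ~60 µM downward; luminescence read.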
p53 reactivator – mutant p53 re-activation in reporter cells; H1299 p53-A138V BP100-luciferase reporter, luminescence, 24 h; Potency, µM (doses to about 92.2 µM), without a hit: at the top dose activity change, positive = activation, actives largely listed as activators; 320,000 compounds, 0.063% hits; AID 504706; further: % of control where 0% means no effect; nearly all actives have a fitted effect of over 45% in size
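H1299 (p53-null), stable ts p53-A138V + BP100-Luc; 1000 cells/well, Opti-MEM/10% FBS; cpd 4 pt, 1:5; 24 h, 37 deg C, 5% CO2; detection reagent 10 min RT; luminescence.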
VP16 counter – Gal4-VP16 reporter inhibition counter-screen. Drosophila S2 Gal4-VP16 UAS-luciferase, luminescence, 20 h. Potency, µM (series often up to 53.6 µM), for inactives: at the highest dose activity, negative = inhibition, most hits filed as inhibitors. 310,000 compounds, 3.5% hits;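 further: Gal4-VP16 expression switched on by copper sulfate through the metallothionein promoter; on the % scale 0 is the no-effect control and ±100 the full control effect; nearly all actives have a fitted effect of over 50% in size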
BRCA1 expr act – increases BRCA1 expression | MCF7-BRCA1-FFLuc reporter, luminescence, 48 h; response scale: scaled: vehicle 0%, 10 µM genistein 100% | Potency, µM (series often up to 46.1 µM), inactives show top-dose activation, hits mostly activators | 380,000 compounds, 1.1% hits; further: nearly all actives have a fitted effect of over 80% in size; some results filed as inactive show a strong effect at the top dose
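Reporter cells (MCF7, BRCA1 promoter-firefly luciferase) received library compounds across a concentration series for 48 h. End-point luminescence was measured and concentration-effect curves derived after normalization.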
Rab9 promoter act – Rab9 promoter activation; Huh7 Rab9 promoter-luciferase reporter, luminescence, 24 h; Potency, µM (titrated, usually from 9.22 µM), inactives show at the highest dose activation, negative = inhibition, most hits filed as activators; 320,000 compounds, 2.8% hits; further: % of control where 0% means no effect; nearly all actives have a fitted effect of over 60% in size
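Measured in stably transfected Huh7 cells bearing a Rab9 promoter–luciferase construct: 24 h compound treatment at 37 °C, followed by luminescence detection.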
RORgamma inh – inhibitors of mouse ROR gamma transcriptional activity; P51450; Drosophila S2 Gal4-RORgamma UAS-luciferase reporter, 20 h; Potency, µM (top dose mostly 53.6 µM), without a hit: at the top dose activity change, negative = inhibition, hits mostly inhibitors; 310,000 compounds, 5.4% hits; further: on the % scale 0 is the no-effect control and ±100 the full control effect; nearly all actives have a fitted effect of over 60% in size
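Drosophila S2 cells stably expressing Gal4-DBD/mouse RORγ fusion under metallothionein promoter plus UAS-luciferase; compound 1 h, then 700 uM CuSO4 induction for 20 h at ambient temperature; inhibition read as reduced luminescence.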
ELG1 genotox – inducers of genotoxicity in HEK293T ELG1-luciferase cells; HEK293T ELG1-luciferase reporter, luminescence, 16 h; 330,000 compounds, 1.3% hits; Potency, µM (top dose mostly 46 µM), for inactives: at the top dose activity change, positive = activation, actives largely listed as activators; further: % of control where 0% means no effect; nearly all actives have a fitted effect of over 60% in size
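Genotoxic stress is detected as increased luminescence from luciferase-tagged ELG1 in HEK293T cells, measured with ONE-Glo after a 16 hr treatment at 37 °C.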
MBNL1-CUG inh – blocks human MBNL1 binding to CUG repeat RNA. Q9NR56. TR-FRET MBNL1-His/biotin-(CUG)12 binding, 665/545 ratio. Potency, µM (titrated, usually from 57.5 µM), without a hit: top-dose activity change, negative = inhibition, most hits filed as inhibitors. 280,000 compounds, 0.036% hits. AID 2675; active means well fitted inhibition curve with a large enough effect in the signal ratio, with a control signal flat, not every such curve was filed as active; inconclusive means small, poorly fitted or top-dose-only effect, or effect the other way, or a change in a side signal; inactive means no such curve, though single readings can be large or run the other way; the % refers to the signal ratio; further: on the % scale 0 is the no-effect control and ±100 the full control effect
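TR-FRET readout: Ex 340 nm, 665/545 nm emission ratio, normalized to buffer-only (basal) and MBNL1-(CUG)12 controls. Complex of MBNL1-His with Biotin-(CUG)12, compounds 92 nM–58 uM, incubated 60 min at room temperature.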
An asterisk follows results filed as active; ? = inconclusive; · = no result given; & = joins results of further samples; [ ] = dose if it differs, or a comment. Unless noted, the call rests on the fitted dose curve; in most records, active means well fitted curve in the direction sought with a large enough effect; inconclusive means small, poorly fitted or top-dose-only effect, or another doubt; inactive means no such curve, though single readings can be large; an effect the other way counts as inactive or inconclusive. Potency means the concentration at half of the fitted maximal effect. The list is partial. The share of hits here may be higher or lower than overall.

entry	SMILES	MLL CXXC-DNA inh	uPA surface inh	NPC1 promoter act	FLuc counter	p53 reactivator	VP16 counter
1	O=C1NCCC/C1=N\Nc1ccc(Br)cc1	-1%	-2%	25%	?	8%	8%
2	CCc1ccc(CNC(=O)CCS(=O)(=O)Cc2ccccc2F)cc1	8%	-1%	2%	5%	0%	-3%
3	COc1ccccc1C(c1c(N)n(C)c(=O)n(C)c1=O)C(C)[N+](=O)[O-] (stereo not given)	-12%	-6%	-4%	-1%	30%	5%
4	Cc1c(NC(=S)N/N=C/C=C/c2ccccc2)c(=O)n(-c2ccccc2)n1C	-8%	2%	4%	-14%	-5%	0.79µM*
5	CC(C)c1ccc(NC2CCCN(C(=O)c3ccco3)C2)cc1 (stereo not given)	-1%	3%	3%	?	-1%	2%
6	CCn1c(=O)[nH]c2cc(C(=O)N3CCN(c4ccccc4)CC3)ccc2c1=O	-4%	·	0%	3%[2.3 µM]	2%	-18%
7	COc1ccc(C)cc1NC(=S)NC(C)c1ccc(OC)c(OC)c1 (stereo not given)	-7%	-6%	-2%	?	-5%	10µM*
8	O=C(COC(=O)c1ccc(S(=O)(=O)N2CCCCC2)cc1)Nc1ccccc1	·	29%	3%	12%	8%	·
9	CCCCCNC(=O)CCc1ccccc1	-1%	1%	-1%	-9%	2%	?
10	CC(C(=O)Nc1ccccc1C(=O)O)n1c(C(F)(F)F)nc2ccccc21 (stereo not given)	-13%	-1%	-5%	?	2%	-10%
11	O=C(Nc1cc(C(F)(F)F)ccc1N1CCOCC1)c1cncc(Br)c1	-6%	-1%	0%	-1%	1%	0%
12	Cc1ccccc1Nc1nc(N)nc(COC(=O)CCNS(=O)(=O)c2ccccc2)n1	·	12%	-3%	6%	-1%	·

entry	BRCA1 expr act	Rab9 promoter act	RORgamma inh	ELG1 genotox	MBNL1-CUG inh
1	-19%	25%	?	10%	-4%
2	-2%	-5%	-1%	1%	-16%
3	0%	-1%	-1%	·	-6%
4	-10%	-2%	0.32µM*	-1%	?
5	8%	-2%	22%	-3%	-5%
6	-9%	0%	-3%	-9%	0%
7	-34%	-1%	2.8µM*	-3%	-10%
8	7%	1%	·	3%	·
9	4%	0%	-13%	3%	-10%
10	9%	-8%	0%	-3%	-5%
11	-6%	25%	-12%	0%	-7%
12	12%	2%	·	27%	·

Other structures.
entry	SMILES	MLL CXXC-DNA inh	uPA surface inh	NPC1 promoter act	FLuc counter	p53 reactivator	VP16 counter
13	CCn1c(C(=O)NC(C)c2ccc3c(c2)OCCO3)cc2sccc21 (stereo not given)	3%	-2%	-1%	-9%	-2%	13%
14	CCNS(=O)(=O)c1ccc(CCC(=O)NCc2ccccc2)cc1	37%	0%	0%	-2%	-6%	-19%
15	Cc1ccc(Oc2ncccc2C(=O)NCC(=O)O)cc1	3%	5%	-5%	4%	1%	1%
16	CCCOc1ccc(N2C(=O)CC(NCc3cccs3)C2=O)cc1 (stereo not given)	-5%	1%	-4%	6%	2%	-7%
17	Cn1c(Cn2nnc3ccccc32)nnc1SCC(=O)N1c2ccccc2Sc2ccccc21	-1%	1%	-4%	-9%	-6%	?
18	CC(C)COc1cccc(C(=O)NC2(C)CCS(=O)(=O)C2)c1 (stereo not given)	33%[activator]	2%	-1%	-3%	5%	-8%
19	O=C(CCCCCn1c(=O)[nH]c2ccsc2c1=O)NCc1ccc2c(c1)OCO2	-15%	-1%	-1%	-1%	0%	5%
20	NC(=O)c1cc([N+](=O)[O-])ccc1N1CCCCC1	-3%	0%	2%	0%	-4%	1%
21	CCC(=O)N(CCc1ccccc1)Cc1cc2cc(C)ccc2[nH]c1=O	5%	10%	0%	3%	·	-1%
22	Cc1ccsc1/C=N/NC(=O)c1nnn(-c2nonc2N)c1C(C)C	1%	-2%	-3%	17µM*	0%	18µM*
23	O=C(O)C1=C[C@@H](c2ccc(C(F)(F)F)cc2)C[C@@H](OCc2ccc(CO)cc2)O1	-1%	1%	-4%	-6%	0%	-12%
24	CS(=O)(=O)c1ccc2nc(NC(=O)c3ccco3)sc2c1	-3%	10µM*	2.8µM*	4.8µM*	?	?

entry	BRCA1 expr act	Rab9 promoter act	RORgamma inh	ELG1 genotox	MBNL1-CUG inh
13	-20%	-3%	-1%	-12%	-4%
14	46%	13%	14%	3%	-7%
15	4%	0%	2%	-1%	-11%
16	-14%	-6%	15%	-2%	?
17	-50%	0%	-15%	-6%	-10%
18	5%	18%	?	-1%	5%
19	-8%	0%	11%	0%	-2%
20	-35%	0%	13%	-3%	·
21	-6%	1%	?	-3%	-1%
22	-4%	-1%	11µM*	-1%	8%
23	5%	0%	25%	0%	-4%
24	34%	1.6µM*	?	?	-2%

More records follow:
entry	SMILES	MLL CXXC-DNA inh	uPA surface inh	NPC1 promoter act	FLuc counter	p53 reactivator	VP16 counter
25	CCn1ncc([N+](=O)[O-])c1C(=O)Nc1nc2cccc(C)c2s1	10%	-3%	-2%	-2%	6%	-10%
26	COCCn1c(SCC(=O)Nc2ccccc2OC)nc2c(oc3ccccc32)c1=O	8%	15%	-10%	-13%	-6%	-1%
27	COc1cc(C(=O)COC(=O)c2cnc(C)cn2)ccc1OC(F)F	-1%	-15%	2%	-2%	11%	-8%
28	CC(C)(C)c1ccc(-c2nc3c(C#N)c(-c4ccc5c(c4)OCO5)ccn3n2)cc1	27%	4%	-8%	-7%	6%	0%
29	O=C(NC1CC1)c1cc(OCC(F)(F)F)ccc1OCC(F)(F)F	13%	3%	-2%	1%	-2%	-13%
30	O=[N+]([O-])c1cccc(/C=N\N=C2c3ccccc3-c3ccccc32)c1O	3%	-2%	7%	?	5%	20µM*
31	CCCCCCOC(=O)C(C#N)c1nc2ccccc2nc1N1CCCCC1 (stereo not given)	-4%	-1%	-6%	-7%	9%	-23%
32	CCN1CCN(c2ccc(NC(=O)c3ccco3)cc2Cl)CC1	-1%	-1%	?	17µM*	19%	-4%
33	O=C(c1ccc2c(=O)n(CCc3ccccc3)c(=O)[nH]c2c1)N1CCN(c2ccc(F)cc2)CC1	-6%	-1%	-8%	0%&-8%	7%	-16%
34	O=C(NCCCNc1ccc([N+](=O)[O-])cc1)C(F)(F)F	-2%	0%	-8%	?	6%	0%
35	COc1ccc(C)cc1Nc1n[n+](-c2ccccc2)c(-c2ccc(NC(C)=O)cc2)s1	?	1%	2%	2%	6%	-5%
36	CCCCCCCC(=O)N/N=C/c1cccnc1	22%	-5%	1%	-1%	-3%	2%

entry	BRCA1 expr act	Rab9 promoter act	RORgamma inh	ELG1 genotox	MBNL1-CUG inh
25	-21%	-5%	18%	0%	-16%
26	-27%	-7%	23%	-12%	-9%
27	10%	6%	1%	-2%	3%
28	-24%	-2%	27%	-1%	-4%
29	7%	-11%	2%	-1%	?
30	-53%	-4%	10µM*	-3%	11%
31	-2%	5%	-4%	-2%	-6%
32	?	?	-4%	?	-2%
33	-25%&11%	-13%	?	-24%	2%
34	0%	-2%	?	3%	31%[activator][11.5 µM]
35	-1%	-3%	-4%	1%	17%
36	-1%	-3%	-6%	-1%	2%
